CAL PDZ FP-1: inhibitors of human CAL PDZ peptide binding; Q9HD26; purified CAL PDZ, TMR-peptide fluorescence polarization, 1 h; inhibition, % at 20 µM; actives 0.02% (n = 330,000); AID 504414;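 active = highest replicate inhibition of at least 40%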;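 note: plate controls were DMSO neutral control wells for no effect and unlabeled competitor peptide control wells for full effect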
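System: tagged CAL PDZ domain. Schedule: 1 h room-temperature incubation prior to read. Signal: fluorescence polarization (mP). Measure: percent inhibition from loss of millipolarization.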
V-ATPase pHluor: regulators of yeast V-ATPase proton transport | S. cerevisiae, pHLuorin cytosolic pH fluorescence | response, % at 10 µM | actives 0.37% (n = 350,000) | AID 504577; in the data active = response mostly above about 7.3%, no sharp cut-off; inactive = mostly below about 5.4%; note: actives read high; inactives centre near 0; some compounds called inactive have numbers as strong as hits; reference of the scale not given here
RTF Ca sens act: increases calcium sensitivity of human cardiac regulated thin filaments; P19429+P45379; actives 0.24% (n = 340,000); AID 493008; activation, % at 7.2 µM; IANBD-labeled TnC RTF fluorescence at EC20 calcium; 0% EC20 calcium, 100% full calcium;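 active = activation above the mean over all tested compounds plus 3 SD, cut at about 30% in these data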;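 note: rise in fluorescence read as greater calcium sensitivity of cardiac thin filaments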
MITF act: MITF TRPM1 promoter activation in melanoma cells | SK-MEL-5 TRPM1-promoter luciferase, 24 h; % of positive control, neutral wells = 0 | activation, % at 12.5 µM | actives 0.75% (n = 300,000) | AID 588334;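 active = mean activation of at least 80% with every replicate also reaching 80%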;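 note: 0% = neutral control wells and 100% = parthenolide positive control wells; values of inactives mirror those of a sister screen read the other way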
CDK5 p35 inh: blocks human CDK5/p35 kinase activity; Q00535+Q15078; Recombinant CDK5/p35, ADP-Glo luminescence, 60 min; inhibition, % at 10 µM; actives 0.01% (n = 330,000); AID 488839;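 active = highest replicate inhibition of at least 50% and at least 75% of replicates reaching 50%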;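 note: plate controls were DMSO neutral control for no effect and GW8510 at 10 µM for full effect; many of its hits are not listed in these tables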
Target sequence (Q00535 whole entry, looked up): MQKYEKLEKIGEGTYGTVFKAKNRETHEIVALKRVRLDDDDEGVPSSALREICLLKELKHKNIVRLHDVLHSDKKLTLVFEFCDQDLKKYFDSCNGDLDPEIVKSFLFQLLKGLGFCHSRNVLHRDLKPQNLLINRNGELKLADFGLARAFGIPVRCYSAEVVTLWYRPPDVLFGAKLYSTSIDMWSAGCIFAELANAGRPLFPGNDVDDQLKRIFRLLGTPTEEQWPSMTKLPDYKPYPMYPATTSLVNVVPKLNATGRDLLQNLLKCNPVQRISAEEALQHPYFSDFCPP
Target sequence (Q15078 whole entry, looked up): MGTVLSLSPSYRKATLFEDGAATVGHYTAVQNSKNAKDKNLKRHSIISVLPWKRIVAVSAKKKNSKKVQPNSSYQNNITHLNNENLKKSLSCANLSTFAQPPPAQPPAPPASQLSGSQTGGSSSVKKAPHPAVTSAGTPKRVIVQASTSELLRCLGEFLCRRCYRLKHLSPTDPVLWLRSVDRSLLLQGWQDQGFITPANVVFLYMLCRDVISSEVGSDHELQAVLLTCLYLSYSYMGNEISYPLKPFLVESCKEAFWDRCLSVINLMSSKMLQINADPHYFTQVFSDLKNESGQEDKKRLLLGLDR
CAL PDZ FP-2: inhibitors of human CAL PDZ peptide binding; Q9HD26; purified CAL PDZ, TMR-peptide fluorescence polarization, 1 h; inhibition, % at 24.9 µM; actives 0.92% (n = 300,000); AID 602252;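 active = mean inhibition of at least 30% with at least half of replicates also reaching 30%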;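 note: 0% = DMSO neutral control and 100% = excess unlabeled competitor peptide PRC23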
dFosB activator: mouse delta FosB homodimer activation. P13346. purified delta FosB, TAMRA-CDK5 oligo fluorescence polarization; percent of positive-control signal above neutral wells. activation, % at 25 µM. actives 0.99% (n = 340,000);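 active = mean activation above about 17%, with every replicate also reaching it, limit read from the data, passing the limit was not always enough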;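 note: fluorescence polarization rise as delta FosB binds a TAMRA Cdk5 AP-1 oligo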
Rtt109 Vps75: C. albicans Rtt109 histone acetyltransferase inhibition; purified Rtt109/Vps75, ThioGlo CoA-SH fluorescence, 4 h; actives 0.16% (n = 330,000); Q5AAJ8; inhibition, % at 34.9 µM;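 active = inhibition of at least 50% in every replicate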
Target sequence (Q5AAJ8 whole entry, looked up): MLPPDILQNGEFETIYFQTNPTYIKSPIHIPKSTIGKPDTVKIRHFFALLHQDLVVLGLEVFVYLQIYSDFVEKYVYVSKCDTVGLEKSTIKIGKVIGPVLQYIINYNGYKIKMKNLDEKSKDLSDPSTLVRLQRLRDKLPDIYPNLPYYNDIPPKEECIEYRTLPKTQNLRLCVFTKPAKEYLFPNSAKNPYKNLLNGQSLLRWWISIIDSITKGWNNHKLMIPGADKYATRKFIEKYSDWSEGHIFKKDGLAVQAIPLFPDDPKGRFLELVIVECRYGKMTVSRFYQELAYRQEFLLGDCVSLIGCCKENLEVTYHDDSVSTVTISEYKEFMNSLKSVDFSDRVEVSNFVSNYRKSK
Tat export inh: inhibitors of E. coli Tat protein transport. E. coli MC4100 TorA-mCherry Tat export, fluorescence. inhibition, % at 10 µM. actives 0.036% (n = 340,000);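 active = mean replicate inhibition at least 50% and at least half of replicates individually reaching 50%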;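 note: exported cargo escapes ClpAP degradation while cytoplasmic cargo is degraded and loses fluorescence; 0% = median of neutral control wells and 100% = median of NaSCN control wells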
Wnt act: Wnt/beta-catenin pathway activation; activation, % at 9.35 µM; Wnt/beta-catenin reporter cell assay, activator, plate reader; AID 743398; actives 1.2% (n = 300,000); in the data active = activation above about 30%, passing the limit was not always enough;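 note: 0% = neutral control wells and 100% = positive control wells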
Numbers without * were called inactive; . = no result given.

CAL PDZ FP-1	V-ATPase pHluor	RTF Ca sens act	MITF act	CDK5 p35 inh	CAL PDZ FP-2	dFosB activator	Rtt109 Vps75	Tat export inh	Wnt act	Compound
.	4.5	10.7	44.1	-1.1	6.1	-9.6	-4.1	-0.3	.	Nc1nnc(SCCOc2ccc(Br)cc2)s1
-1.3	4.3	1.6	3.0	0.3	.	3.7	-6.0	-2.5	-2.4	CCOc1ccc(NC(=O)CCNS(=O)(=O)c2ccc3c(c2)c(=O)n(C)c(=O)n3C)cc1
-0.9	1.7	-0.3	1.3	0.7	2.8	-2.9	-1.3	0.9	-1.5	O=C(Nc1nccs1)C1CCN(S(=O)(=O)c2cccs2)CC1
-2.7	2.6	7.6	-1.1	0.0	-0.7	1.4	-3.9	-2.1	-2.9	Cc1ccccc1NC(=O)Cn1cccc1
0.0	0.9	-2.1	-8.3	0.6	-1.1	3.5	-8.8	2.1	.	Cc1c(NC(=O)/C=C/C(=O)O)cccc1[N+](=O)[O-]
2.2	-4.2	1.4	30.3	2.5	-13.7	1.2	-13.0	-2.6	20.8	O=C(OCc1ccccc1)N1CCc2ccccc21
-0.4	-2.9	2.9	14.1	-0.5	.	-9.0	5.7	5.6	-1.1	O=C(COC(=O)c1ccc2c(c1)OCO2)Nc1ccccc1F
-3.1	4.0	0.3	44.1	0.0	-2.9	-8.7	10.5	19.8	53.3*	CC12CCC(C(=O)Nc3nc4ccc(Br)cc4s3)(OC1=O)C2(C)C (stereo not given)
-2.4	3.0	4.3	-5.7	0.2	-0.9	-1.4	12.8	-6.3	.	O=C(O)/C=C/C(=O)Nc1ccc(-c2ccccc2)cc1
-0.8	1.1	1.7	-68.9	0.4	-0.3	15.6	-4.1	2.0	.	COc1cccc(/C=N/NC(=O)c2ccc(-c3ccccc3)cc2)c1O
-1.0	2.4	0.5	-7.6	-0.2	.	-4.9	5.6	-0.2	-3.7	CC(C)CCn1c(N2CCc3ccccc3C2)nc2c1c(=O)[nH]c(=O)n2C
-1.8	4.1	-2.5	-17.9	0.4	-1.9	-70.4	-11.5	1.3	-0.3	COC(=O)c1cccc2c1-c1ccccc1/C2=N\NC(N)=O
-0.7	-1.6	-5.8	2.3	1.2	-0.2	1.3	10.0	-8.3	-1.1	C/C(=N\NC(=O)c1csc2ccccc12)c1ccc(O)cc1
-1.6	-5.5	21.1	2.2	0.4	-7.7	-3.6	3.6	3.5	-4.2	CC(=O)Nc1ccc(S(=O)(=O)NCCC(=O)OCC(=O)c2cc(C)ccc2C)cc1
-0.7	0.9	7.7	.	0.9	7.5	-1.7	.	13.7	0.9	Cn1nc(C(C)(C)C)c(NC(=O)c2ccc(F)cc2)c1C(C)(C)C
-0.7	.	1.7	-0.8	0.1	-2.5	1.3	3.8	-11.1	.	N=c1sccn1CC(=O)Nc1cccc2ccccc12
-1.3	0.8	2.4	-4.5	1.0	-7.0	-6.2	-1.2	0.0	-3.0	COc1ccc(CNC(=O)N[C@H](C(=O)O)C(C)C)cc1OC
-1.6	1.9	4.9	.	-0.6	1.3	-2.9	-9.3	4.2	.	CC1=C(C(=O)N2CCc3ccccc32)C2(CCC(C)CC2)OC1=O (stereo not given)
-0.6	0.1	0.1	50.6	2.1	0.7	4.2	0.9	-7.2	6.2	CCc1ccc(NC(=O)c2ccccc2SC)cc1
-0.1	6.6	-4.5	5.6	-0.4	1.7	1.2	13.4	1.5	0.5	C#CCOCCOCCOCCNc1nc(N2CCN(C(=O)[C@H](C(C)C)n3cc(CCO)nn3)CC2)nc(N2CCN(C(=O)[C@H](CCCCN)n3cc(CCCC)nn3)CC2)n1
-3.2	-0.8	-2.2	-14.5	0.5	-1.5	-4.1	.	-6.8	1.6	Cc1cc2c(ncn2C)c(NS(=O)(=O)c2ccc(F)cc2)c1C
0.9	0.5	-0.2	-5.3	0.3	-3.9	-3.1	2.1	2.3	.	CCN(CC)S(=O)(=O)c1ccc(-c2nnc(SCc3nnc(-c4ccc(C)cc4)o3)o2)cc1
0.6	-1.6	-2.8	5.2	1.3	0.3	-0.5	-5.7	-2.1	-2.4	O=C(O)Cc1ccc2c(c1)N(S(=O)(=O)c1cccs1)CC(C(=O)O)O2 (stereo not given)
-2.2	3.1	0.6	.	-1.0	-1.6	-16.6	3.0	13.1	-4.1	N#CCSc1nnc(COc2cccc3ccccc23)n1-c1cccc(Cl)c1
-0.2	1.4	5.3	-8.5	-0.2	-1.3	-0.1	7.5	-14.6	-0.9	Cc1ccc(C(=O)NCC(=O)NCC(=O)OCc2ccc(F)cc2)cc1
-0.6	-4.2	0.4	-8.2	-0.9	-0.8	0.9	2.6	3.9	-3.6	Cc1ccc(C)c(NC(=O)C2=CCN(S(=O)(=O)c3ccc(F)cc3)CC2)c1
-2.1	1.3	-4.3	-0.3	0.8	-2.5	8.9	7.6	-2.4	-0.3	CC(C)CC(=O)Nc1cc2c3c(c1)C(C)C(=O)N3CCC2 (stereo not given)
-2.9	-3.2	-0.3	-31.4	1.2	2.4	0.1	.	1.5	-3.0	O=[N+]([O-])/C(C(Cl)=C(Cl)Cl)=C(\Sc1ccccc1)N1CCCCC1
-2.5	0.5	-0.8	-9.2	-1.0	-5.6	-15.2	-5.8	-0.1	.	CCCCOc1ccc(/C=C/C(=O)NCCc2nc3ccccc3[nH]2)cc1
-1.6	1.0	-3.7	0.1	0.6	-3.6	-12.7	-16.4	-6.2	0.9	O=C(c1ccc(OC2CCN(CCc3ccccc3)CC2)cc1)N1CCC[C@H]1CO
-1.7	3.8	-2.8	-2.7	-0.9	8.6	-4.2	0.6	-11.1	-0.4	Cc1nn(Cc2c(F)c(F)c(F)c(F)c2F)c(C)c1NC(=O)c1ccnn1C
-2.6	-0.5	-3.9	-6.2	-1.3	-1.5	-2.7	-5.4	-3.4	-2.9	COc1cccc(CNC(=O)CCNS(=O)(=O)c2ccc(Br)s2)c1
-1.1	-2.9	5.3	-26.6	-0.6	0.3	-13.6	-13.8	0.8	-3.6	Cc1cccc(N=N/C(=C\O)C(=O)c2cccs2)c1
-0.4	-1.3	-0.3	-14.7	0.8	.	-3.8	0.6	1.1	-3.7	C=CCn1c(SCC(=O)Nc2cc(C)on2)nnc1-c1ccccc1OC
-0.4	-2.4	2.0	11.8	1.3	-6.3	-9.2	-2.9	-5.5	-2.3	Cc1ccc(C(=O)Nc2ccncc2)cc1S(=O)(=O)N1CCOCC1
-0.2	1.0	4.5	10.9	0.7	.	-7.2	-4.9	0.5	-2.1	Cc1cccc(N2CCN(C(=O)Cn3nc(C)n4cccc4c3=O)CC2C)c1 (stereo not given)
0.5	-2.4	-1.7	4.2	1.2	.	-7.8	-3.8	1.1	-0.2	COc1ccc(Cl)cc1S(=O)(=O)NC(C)C(=O)NCCN1CCOCC1 (stereo not given)
0.9	-3.3	-4.0	9.0	0.5	.	0.0	-6.6	2.0	-3.1	COCCn1c(SCC(=O)NCCCN2CCCC2=O)nc2ccccc2c1=O
-0.6	2.2	4.0	-3.6	1.7	1.9	-1.6	-8.1	-9.5	-2.3	C[C@H]1CN=C(Nc2ccccc2)N1CCc1ccccc1
-2.9	-2.0	-2.8	-1.1	-0.2	0.6	-3.6	12.0	-1.5	-1.0	CN(Cc1nc(-c2ccccc2)no1)C(=O)c1ccc2c(c1)OCO2
0.0	0.2	1.3	6.2	-0.7	.	4.4	0.1	-16.2	-1.6	COC(=O)N/N=C/C1=CCC2CC1C2(C)C (stereo not given)
0.1	-1.6	-4.8	-9.5	-0.6	84.6*	1.8	-5.1	5.3	-2.7	Cn1ncc(=S)[nH]c1=S
-2.0	0.7	-2.4	-2.6	1.9	-4.4	-0.5	-7.0	-2.4	-3.5	CCOC(=O)c1cn2nc(-c3ccc(OC)cc3)cc2nc1C1CCN(C(=O)OC(C)(C)C)CC1
0.4	-3.1	1.8	.	-0.5	.	-8.2	-21.2	-7.2	7.4	C=C(C)Cc1c(C)c(C#N)c2nc3ccccc3n2c1N1CCCCC1
0.5	-4.3	5.3	-0.8	0.0	-7.4	-11.2	-1.4	-10.5	1.7	CC(=O)c1cc(CN2CCN(CC=C(C)C)C(CCO)C2)cs1 (stereo not given)
-0.8	0.9	-13.3	-1.4	-1.0	-6.8	-9.6	-8.8	7.0	-3.2	CCCC(C(=O)Nc1ccc(S(=O)(=O)N2CCCC2)cc1)c1ccccc1 (stereo not given)
-2.2	0.4	-2.8	-4.7	0.0	-3.5	15.9	3.6	0.2	.	C=CCNC(=O)c1ccccc1NC(=O)C1COc2ccccc2O1 (stereo not given)
-2.5	4.1	-1.7	42.4	-2.7	-2.8	36.8*	-1.4	-0.6	5.4	CS(=O)(=O)c1cccc(C(=O)Nc2ccc(-c3nc4ccccc4[nH]3)cc2)c1
0.4	-6.1	-4.1	4.7	0.8	-0.3	2.6	-4.4	-7.9	1.4	CCN1C(=O)CC(SC2CC(=O)N(CC)C2=O)C1=O (stereo not given)
-2.5	1.5	0.6	68.0	0.4	-3.0	-3.9	0.8	7.0	0.4	COc1ccc2oc(C(=O)N3CCCc4ccccc43)c(C)c2c1

Next section, starting with the last four of the part before.
CAL PDZ FP-1	V-ATPase pHluor	RTF Ca sens act	MITF act	CDK5 p35 inh	CAL PDZ FP-2	dFosB activator	Rtt109 Vps75	Tat export inh	Wnt act	Compound
-2.2	0.4	-2.8	-4.7	0.0	-3.5	15.9	3.6	0.2	.	C=CCNC(=O)c1ccccc1NC(=O)C1COc2ccccc2O1 (stereo not given)
-2.5	4.1	-1.7	42.4	-2.7	-2.8	36.8*	-1.4	-0.6	5.4	CS(=O)(=O)c1cccc(C(=O)Nc2ccc(-c3nc4ccccc4[nH]3)cc2)c1
0.4	-6.1	-4.1	4.7	0.8	-0.3	2.6	-4.4	-7.9	1.4	CCN1C(=O)CC(SC2CC(=O)N(CC)C2=O)C1=O (stereo not given)
-2.5	1.5	0.6	68.0	0.4	-3.0	-3.9	0.8	7.0	0.4	COc1ccc2oc(C(=O)N3CCCc4ccccc43)c(C)c2c1
-1.1	-1.5	-4.7	1.9	-1.3	5.4	-6.5	10.9	-8.1	-10.0	Cc1cccc(S(=O)(=O)Nc2nc3ccccc3nc2Nc2cccc(C(=O)O)c2)c1
-1.0	-0.1	-8.5	-7.3	0.7	-1.1	-6.3	-6.8	2.9	26.4	CC(C)(C)NC(=S)N1CCC(C(=O)c2ccc(F)cc2)CC1
-0.9	-3.1	2.9	1.0	-0.6	-4.3	-5.1	-10.8	-6.8	-1.2	COc1ccc(C2CCCN2C(=S)Nc2cccc(C)c2C)cc1OC (stereo not given)
0.3	-5.2	3.9	.	0.0	2.0	-2.8	-5.3	-6.0	-2.3	CC(C)S(=O)(=O)C/C(N)=N/OS(=O)(=O)c1ccc(Cl)cc1
.	-0.1	-0.9	2.8	0.1	-5.9	4.4	5.6	7.8	.	COc1cccc(C(=O)N2CCN(c3ncccn3)CC2)c1
0.1	-3.8	-2.9	.	0.2	10.5	7.6	3.0	2.0	-1.9	CC(=O)c1c(C)n(-c2ccc(Br)cc2)c2ccc(O)cc12
0.9	-4.0	-2.2	-3.6	0.5	-3.0	0.8	17.1	3.2	-2.5	O=C(O)C1=C[C@H](c2ccc3c(c2)OCO3)C[C@H](OCCCCO)O1

Bioassay records (PubChem)
